D2 PAM = HTS Assay for Positive Allosteric Modulators of the Human D2 Dopamine Receptor: Primary Screen for Potentiators; D(2) dopamine receptor (Homo sapiens), P14416; HEK293 T-REx D2, calcium flux, EC20 dopamine potentiation; potentiation, % at 10 µM; hit rate 0.34% among 340,000;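 active = potentiation over 3 SD above the plate norm, cut at about 30% in these data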; note: 0% is about no effect
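Potentiation of an EC20 dopamine calcium response is measured in a force-coupled, tetracycline-inducible Hek293 Trex D2 line. Compound-only kinetic reads over 180 s flag agonists before dopamine addition.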
D1 potentiator = Potentiators of Human D1 Dopamine Receptor: qHTS; AID 504651, 2011; potentiation, % at 10 µM; hit rate 0.036% among 360,000; HEK293 TREx D1 cells, calcium flux, dopamine EC20 potentiation; in the data active = potentiation above about 30%; note: 0% is about no effect
TRHR agonist = qHTS for Small Molecule Agonists and Allosteric Enhancers of Human TRH Receptor: Primary Screen for Agonists. Thyrotropin-releasing hormone receptor (Homo sapiens), P34981. TRHR cells, calcium flux fluo-8, FDSS agonist mode. activation, % at 2 µM. hit rate 0.18% among 360,000. AID 493084, 2011; note: 0% is about no effect
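TRHR-expressing cells, plated overnight in medium with 10% serum, were loaded with fluo-8 calcium dye at room temperature. After a 10 s baseline, library compound was pin-added and calcium release was recorded kinetically (ex 480/em 530) as agonist response.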
TRHR PAM = qHTS for Small Molecule Agonists and Allosteric Enhancers of Human TRH Receptor: Primary Screen for Enhancers; Thyrotropin-releasing hormone receptor (Homo sapiens), P34981; TRHR cells, fluo-8 calcium fluorescence, EC20 TRH enhancement; enhancement, % at 2 µM; hit rate 0.66% among 360,000; AID 493056, 2011; in the data active = enhancement above about 30%; note: 0% is about no effect
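TRHR-expressing cells loaded with fluo-8 calcium dye were read kinetically (ex 480/em 530) during compound addition, then stimulated with an EC20 of TRH (10 nM final). Enhancement of the Gq-mediated intracellular calcium response was scored.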
D2 antag = HTS Assay for Allosteric Antagonists of the Human D2 Dopamine Receptor: Primary Screen for Antagonists; D(2) dopamine receptor (Homo sapiens), P14416; HEK293 TREx D2 cells, calcium flux, dopamine EC80; inhibition, % at 10 µM; hit rate 2% among 340,000; AID 485344, 2010; in the data active = inhibition above about 30%; note: 0% is about no effect
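Dopamine at EC80 is the agonist stimulus; test compounds precede it by 180 s. Calcium flux read kinetically in a force-coupled, inducible HEK293 T-REx D2 cell line.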
D2 agonist = HTS Assay for Allosteric Agonists of the Human D2 Dopamine Receptor: Primary Screen for Agonists; D(2) dopamine receptor (Homo sapiens), P14416; HEK293 T-REx D2 cells, calcium flux agonist mode; activation, % at 2 µM; hit rate 0.53% among 340,000;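 active = activation over 3 SD above normal in the single-dose calcium agonist read, cut at about 30% in these data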; note: 0% is about no effect
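Calcium-flux readout, 1 cycle/sec over 180 s following compound pin transfer, in inducible HEK293 Trex D2 cells (force-coupled); dopamine controls included. Positive calcium responses during this window marked compounds as potential agonists.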
D1 antag = Antagonist of Human D 1 Dopamine Receptor: qHTS; AID 504652, 2011; hit rate 3.2% among 360,000; D(1A) dopamine receptor (Homo sapiens), P21728; activity change, negative = inhibition, % at 10 µM; HEK293 TREx D1 cells, calcium flux, dopamine EC80; stronger effect = lower value; in the data active = activity change below about -30%; note: % is set by controls: 0 for no effect and ±100 for the full control effect
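Antagonism measured as reduced calcium response to an EC80 dopamine addition following 180 s compound pre-read; cells were inducible HEK293 Trex D1 plated overnight at 30 C, read kinetically at 1 cycle/sec.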
D1 ag = Allosteric Agonists of the Human D1 Dopamine Receptor: qHTS; HEK293 T-REx D1 cells, calcium flux, agonist mode; activation, % at 2 µM; hit rate 1% among 360,000; note: 0% is about no effect
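Tetracycline-induced HEK293 TREx D1 cells, force-coupled to calcium signalling, were dye-loaded with a no-wash calcium kit. Compound was pin-added after a 10 s baseline. Fluorescence was read kinetically at 1 cycle/s for 180 s, with calcium rises flagged as agonism.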
RXFP1 antagonist = qHTS Assay for Antagonists of the Relaxin Receptor RXFP1. activity change, negative = inhibition, % at 57.5 µM. HEK293-RXFP1, relaxin-stimulated cAMP HTRF, 30 min; stronger effect = lower value. hit rate 0.59% among 350,000;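 active = activity change of -60% or lower, but not beyond a set lower limit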; note: % is set by controls: 0 for no effect and ±100 for the full control effect
Target sequence (Q9HBX9 whole entry, looked up): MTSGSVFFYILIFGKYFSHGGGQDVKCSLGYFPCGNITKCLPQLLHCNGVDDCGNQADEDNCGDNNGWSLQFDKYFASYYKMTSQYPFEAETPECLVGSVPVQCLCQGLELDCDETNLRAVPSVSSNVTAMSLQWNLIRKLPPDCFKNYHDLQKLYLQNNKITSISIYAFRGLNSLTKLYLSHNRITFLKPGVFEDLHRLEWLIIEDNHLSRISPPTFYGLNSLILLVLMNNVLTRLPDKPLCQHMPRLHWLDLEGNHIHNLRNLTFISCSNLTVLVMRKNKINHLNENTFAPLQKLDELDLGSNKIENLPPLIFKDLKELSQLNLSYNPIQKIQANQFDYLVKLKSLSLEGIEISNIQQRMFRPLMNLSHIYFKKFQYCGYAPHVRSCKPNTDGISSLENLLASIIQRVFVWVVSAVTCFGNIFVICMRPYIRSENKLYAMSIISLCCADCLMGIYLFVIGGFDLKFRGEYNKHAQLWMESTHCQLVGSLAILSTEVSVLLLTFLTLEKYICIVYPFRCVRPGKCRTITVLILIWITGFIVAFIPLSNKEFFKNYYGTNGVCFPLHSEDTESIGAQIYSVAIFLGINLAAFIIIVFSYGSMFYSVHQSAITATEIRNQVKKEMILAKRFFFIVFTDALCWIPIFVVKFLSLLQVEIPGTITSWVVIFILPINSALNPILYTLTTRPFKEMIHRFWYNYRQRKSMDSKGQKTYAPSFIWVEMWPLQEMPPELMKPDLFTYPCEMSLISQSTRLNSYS
* = called active by the depositor; . = no result given. Cut-off read from the data, not from the text of the source, unless noted: active = activation above about 30%; inactive = the rest.

SMILES	D2 PAM	D1 potentiator	TRHR agonist	TRHR PAM	D2 antag	D2 agonist	D1 antag	D1 ag	RXFP1 antagonist
COc1ccccc1NC(=O)O/N=C(\N)c1ccccc1	-1	-1	-0.2	-6	17	-0.3	-6	2	8
Cc1ccccc1NC(=O)c1ccc(S(=O)(=O)N2CCCC2)cc1	-11	-4	-0.7	-4	-2	0.0	1	3	0
CC(=O)c1nn(-c2cccc(Br)c2)cc1C(=O)c1ccccc1	6	13	-0.5	1	5	-0.7	-4	7	-13
O=C(COc1ccc2ccccc2c1)NC1=NCCS1	3	-3	0.1	7	-2	0.6	-2	7	9
Cc1ccc(CNC(=O)c2cccc3c2C(=O)c2ccc(N4CCC(C)CC4)cc2S3(=O)=O)cc1	0	-4	86*	9	-2	32*	-5	179*	.
CCOC(=O)Cc1c(C)nc2cc(C)nn2c1C	1	15	-0.2	6	-15	-1.0	6	2	5
O=C(CSc1ccccn1)N/N=C/c1cccc([N+](=O)[O-])c1	-6	-2	-0.3	-3	5	-0.3	-3	4	-1
O=C(Cc1csc(NC(=O)c2ccc(F)cc2)n1)NO	11	12	-0.1	1	1	1.9	-14	2	2
Cc1cc(NC(=O)c2ccccc2)n(C(C)(C)C)n1	-2	-3	-0.5	11	-1	0.2	-33*	0	2
O=C(CCCSc1nc2sc3c(c2c(=O)[nH]1)CCC3)NCCCO	-12	0	-0.6	-3	-6	-0.2	12	1	2
COc1ccc(CNC(=O)CN2CCC(C(=O)c3ccc(OC)cc3)CC2)cc1	-6	-3	-0.3	10	-2	0.3	-13	12	7
O=C(CN1C(=O)S/C(=C\C=C\c2ccccc2)C1=O)Nc1cccc(O)c1	-6	-9	-1.3	4	1	0.2	-7	2	-32
CCOc1ccc(S(=O)(=O)NCCC(=O)NCC(c2cccs2)N2CCOCC2)cc1 (stereo not drawn)	17	3	-0.5	1	-16	-0.3	6	2	3
CCCOc1ccc(/C(O)=C2/C(=O)C(=O)N(CCN(C)C)C2c2ccc(OC)c(OC)c2)cc1 (stereo not drawn)	-3	0	0.2	18	-24	-1.9	-33*	1	3
Cc1ccc(Cl)cc1NC(=S)N(CCN(C)C)Cc1cccs1	1	-4	0.2	-1	1	-4.5	-1	7	-3
O=C(NCc1ccccc1Cl)c1ccc(NC(=O)N2CCSc3ccccc32)cc1	17	-3	0.2	3	.	0.1	-15	3	-20
Cc1cccc2nc(-c3ccc(Cl)s3)c(Nc3ccc4c(c3)OCCO4)n12	13	2	-0.7	-4	.	-2.2	-5	2	-6
CC(C)C(=O)N1CCC(c2nc(-c3ccc(S(=O)(=O)N4CCCC4)cc3)no2)CC1	-2	-3	1.2	-8	-12	-0.1	-15	9	-26
CC(NC(=O)CCCn1c(=O)c2cccn2c2cccnc21)c1ccccc1 (stereo not drawn)	4	4	-0.7	6	.	.	-5	0	5
COc1ccc(CN2C(=O)c3cccnc3C2=O)cc1S(=O)(=O)N1CC(C)CC(C)C1 (stereo not drawn)	-4	-1	-0.5	13	-19	1.1	7	0	12
CC(C)Cn1c(SC(C)C(=O)Nc2ccc(N3CCOCC3)cc2)nc2ccccc21 (stereo not drawn)	14	8	-0.2	5	-4	-0.4	17	0	-12
COC(=O)Cc1c(CSc2ccccc2)oc2ccc(O)c(CN(C)C)c12	-14	-3	-0.4	-3	-24	-2.4	8	12	-1
Oc1ccc(Cl)cc1C1=NNC(c2cc(Br)cc3c2OCOC3)C1 (stereo not drawn)	4	-1	1.2	1	-5	1.1	-8	2	-30
O=C1CC(c2ccc(Cl)cc2)c2c(O)cc(O)cc2O1 (stereo not drawn)	-9	-4	-0.3	10	0	1.4	6	2	-22
NC(=O)C1CCN(Cc2nc(-c3ccccc3)no2)CC1	-1	-2	0.1	1	-2	-0.5	1	2	-7
COc1ccc(C(=O)NC(=S)Nc2ccc(S(=O)(=O)Nc3cc(OC)ncn3)cc2)cc1	2	0	-0.4	6	2	-1.2	2	0	-4
Cc1ccc(NC(=O)CCC(=O)N2Cc3ccccc3Oc3ncccc32)cc1	-8	-5	0.5	-5	.	0.9	-15	4	-15
O=C(CN1CCN(C(=O)CNC(=O)c2ccc(N3CCCC3=O)cc2)CC1)Nc1ccccc1Cl	14	-3	1.4	3	2	-1.4	-4	1	9
O=C1/C(=C/c2ccco2)SC(=S)N1CCC(=O)N1CCCCC1CCO (stereo not drawn)	3	5	-0.6	-4	5	-0.5	-11	1	-8
CC(C)CCNC(=O)c1sc2ccc(S(=O)(=O)N3CCCCC3)cc2c1N	2	12	0.6	6	4	0.7	-4	5	-15
Cc1cccc(N2CCN(CC(=O)N(C3CCCC3)C3CCS(=O)(=O)C3)CC2)c1C (stereo not drawn)	-9	-6	-0.3	-3	5	1.1	3	0	-9
Cc1cc(NC(=O)c2cccc(S(=O)(=O)N3CCCCCC3)c2)n(-c2ccccn2)n1	-12	9	0.2	-1	-20	-0.1	6	2	-5
O=C1c2ccc([N+](=O)[O-])cc2NC(c2ccco2)N1/N=C/c1ccco1 (stereo not drawn)	.	-7	-0.6	4	.	.	-4	2	-18
Cc1c(NC(=O)c2cc3ccccc3c(=O)s2)c(=O)n(-c2ccccc2)n1C	-4	-3	0.4	-1	.	.	-27	-1	.
Cn1c(SCC(=O)NNC(=O)Nc2ccccc2)nnc1-c1ccccc1	9	0	0.0	2	0	0.3	15	1	-18
CCOC(=O)CNC(=O)c1ccc(-c2nn(C)c(=O)c3ccccc23)cc1	3	-4	-0.6	9	.	-0.1	4	0	.
Cc1ccc(NC(=O)NC2CCN(CC(=O)Nc3nccs3)CC2)cc1	8	-4	-0.3	-1	-1	-0.1	5	0	-10
COc1cc(C2NC(=O)CCC2[N+](=O)[O-])cc(Br)c1OC (stereo not drawn)	-3	1	0.0	-2	-5	1.3	4	1	-4
Cc1ccc(-c2nnc(CCC(=O)NCc3csc(C)n3)o2)s1	-12	-4	-0.6	-3	9	0.5	-3	3	-1
O=C(Nc1cc(-c2nc3ccccc3o2)ccc1Cl)c1ccc(N2CCCCC2)c([N+](=O)[O-])c1	21	-1	0.9	9	.	0.0	17	0	.

Reprinted from the part before: 3 compounds; new compounds follow.
SMILES	D2 PAM	D1 potentiator	TRHR agonist	TRHR PAM	D2 antag	D2 agonist	D1 antag	D1 ag	RXFP1 antagonist
COc1cc(C2NC(=O)CCC2[N+](=O)[O-])cc(Br)c1OC (stereo not drawn)	-3	1	0.0	-2	-5	1.3	4	1	-4
Cc1ccc(-c2nnc(CCC(=O)NCc3csc(C)n3)o2)s1	-12	-4	-0.6	-3	9	0.5	-3	3	-1
O=C(Nc1cc(-c2nc3ccccc3o2)ccc1Cl)c1ccc(N2CCCCC2)c([N+](=O)[O-])c1	21	-1	0.9	9	.	0.0	17	0	.
COc1ccc(C(C)C)cc1S(=O)(=O)Nc1ncn[nH]1	-4	-5	0.0	8	19	0.4	-1	1	-17
COc1ccc(C(C#N)N2N=C(C)CC2(C)C)cc1 (stereo not drawn)	-3	1	0.1	-6	0	0.5	-20	0	5
COc1ccc(Cl)cc1NC(=O)COC(=O)CCNS(=O)(=O)c1cccs1	-10	-2	-0.3	-4	19	-1.5	4	0	3
Cn1c(=O)c2c(ncn2CC(O)CO)n(C)c1=O (stereo not drawn)	-8	-4	-0.5	4	-19	-2.2	-8	2	-4
Cc1ccc(NC(=O)Cn2c(=S)[nH]c3ccccc32)cc1	-3	-9	-0.2	-1	2	-0.7	9	-1	-20
COCc1cc(C(C)=O)ccc1OC	1	-3	0.0	-1	11	-0.1	-7	1	-8
O=C(NCC1CCCO1)c1ccc2c(c1)C(=O)N(C1CCCCC1)C2=O (stereo not drawn)	10	-4	0.7	1	2	0.5	-1	1	9
CCN(CC)C(=O)CSc1nnc2nnc3cc(OC)ccc3n12	-3	-1	21	0	-11	5.9	6	20	1
Cn1c2c(c(=O)n(C)c1=O)C(c1ccccc1Cl)CC(=O)N2 (stereo not drawn)	.	-3	0.1	-1	.	.	-20	-1	.
CCCC(=O)N1CCN(c2ccc(NC(=O)c3ccc4c(c3)OCCO4)cc2)CC1	3	-5	-1.9	5	3	-0.6	0	7	3
COc1ccc(NC(=O)Nc2cccc(C(F)(F)F)c2)cn1	-4	5	1.0	1	12	6.5	-30*	18	-5
Cc1ccccc1-n1c(=O)cc(N2CCCCCC2)[nH]c1=O	9	4	-0.5	10	-2	0.3	-11	1	.
COCCN1C(=O)C(=O)/C(=C(/O)c2cccc(OC)c2)C1c1ccc(C)o1 (stereo not drawn)	-3	4	1.0	4	11	0.2	0	2	5
COc1ccc(OC)c(CCNC(=O)c2c(C)oc3ncn(C)c(=O)c23)c1	3	-7	2.2	-5	.	0.6	-31*	1	.
COc1ccc(S(=O)(=O)NCCN2CCNC2=O)cc1OC	-1	1	0.6	0	8	0.3	-3	4	-17
CC(/C=N/O)Cc1ccc2c(c1)OCO2 (stereo not drawn)	-4	0	0.3	0	-1	1.4	-9	3	4
Cn1ncc([N+](=O)[O-])c1C(=O)Nc1ccccc1	8	-6	-0.7	-3	-17	-1.4	-10	-3	8
CC(C)CC(=O)Nc1ccccc1-c1nnn(CC(=O)N2CCOCC2)n1	-3	-1	-0.2	-6	10	-0.2	-3	2	5
O=C(O)c1ccccc1C(=O)N1CCN(c2cccc(Cl)c2)CC1	-32	-24	0.8	-1	-10	2.5	-44*	5	4
CCOC(=O)CCc1c(C)n[nH]c1C	-5	-4	0.2	-3	8	-0.4	13	2	4
COc1ccc(N(CC(=O)Nc2cc(OC)cc(OC)c2)S(=O)(=O)c2c(C)n[nH]c2C)cc1	-6	-1	-0.8	1	-14	0.0	-8	1	-3
CCC(CC)C(=O)NCCc1ccc(OC)c(OC)c1	10	-4	-0.1	14	10	0.3	0	0	12
COc1cc2cc(CN(CCc3ccccc3C)C(=S)NCCCN(C)C)c(=O)[nH]c2cc1OC	-12	2	0.4	-2	0	-0.2	-10	1	-9

Already shown: an excerpt of the list.
SMILES	D2 PAM	D1 potentiator	TRHR agonist	TRHR PAM	D2 antag	D2 agonist	D1 antag	D1 ag	RXFP1 antagonist
CCOC(=O)CCc1c(C)n[nH]c1C	-5	-4	0.2	-3	8	-0.4	13	2	4
COc1ccc(N(CC(=O)Nc2cc(OC)cc(OC)c2)S(=O)(=O)c2c(C)n[nH]c2C)cc1	-6	-1	-0.8	1	-14	0.0	-8	1	-3
CCC(CC)C(=O)NCCc1ccc(OC)c(OC)c1	10	-4	-0.1	14	10	0.3	0	0	12
COc1cc2cc(CN(CCc3ccccc3C)C(=S)NCCCN(C)C)c(=O)[nH]c2cc1OC	-12	2	0.4	-2	0	-0.2	-10	1	-9

Not a hit list; overall some 7.3% were active at least once.
